# hIAP activ – human IAP activation | activation factor at 10 µM | 330,000 compounds, 0.16% hits | purified human IAP, CDP-Star luminescence, 30 min; active compounds read high; 1 = vehicle-only enzyme, 0 = enzyme-free background | P09923 | AID 2524;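 active means activation factor of the enzyme at least 2-fold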; further: the source names both 10 and 20 µM as test concentration; values of inactives mirror those of a sister screen read the other way
# MPTP block – inhibitors of mitochondrial permeability transition pore; isolated mouse mitochondria, Ca2+ swelling absorbance, 30 min; inhibition, % at 10 µM; 360,000 compounds, 1.4% hits; AID 602449;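 active means inhibition of 50% or more, scaled per plate between neutral and stimulator controls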;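 further: 0% = DMSO wells given calcium and 100% = 1 mM EGTA wells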
# A3G deaminase – inhibitors of human APOBEC3G DNA deaminase. Q9HC16. recombinant A3G, ssDNA deamination FAM/TAMRA fluorescence. inhibition, % at 20 µM. 330,000 compounds, 0.28% hits;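 active means inhibition of at least 40% at 20 µM, with no more than 30% in the related APOBEC3A deaminase screen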;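 further: plate controls were DMSO wells with A3G for no effect and wells lacking A3G enzyme for full effect; some compounds called inactive have numbers as strong as hits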
# Target sequence (Q9HC16 whole entry, looked up): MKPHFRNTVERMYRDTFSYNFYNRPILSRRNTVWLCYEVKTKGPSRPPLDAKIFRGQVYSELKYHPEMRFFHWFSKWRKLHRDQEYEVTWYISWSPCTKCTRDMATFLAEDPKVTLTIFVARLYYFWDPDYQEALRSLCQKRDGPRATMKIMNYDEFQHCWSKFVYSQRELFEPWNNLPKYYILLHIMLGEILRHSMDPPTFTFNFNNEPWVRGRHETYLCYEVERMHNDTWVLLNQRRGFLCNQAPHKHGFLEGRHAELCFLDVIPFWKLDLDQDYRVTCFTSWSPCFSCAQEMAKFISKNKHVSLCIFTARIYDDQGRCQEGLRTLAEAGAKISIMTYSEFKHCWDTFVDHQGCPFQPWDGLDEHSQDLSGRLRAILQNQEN
# NR3A LBD binder – modulators (binders) of human NR3A ligand-binding domain; NR3A LBD differential scanning fluorimetry, Tm shift; 0% = protein alone, 100% = glycine-bound protein; Tm shift relative to glycine control, % at 25 µM; 340,000 compounds, 2.5% hits;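 active means melting temperature shift of at least 10% of the positive control shift, at one fixed dose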
# hIAP block – human IAP inhibition; P09923; purified IAP, CDP-Star luminescence, 30 min; inhibition, % at 10 µM; 330,000 compounds, 0.12% hits; AID 2544;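 active means inhibition reaching a set limit with compound at 10 µM in the primary screen, cut at about 35% in these data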;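 further: plate controls were DMSO wells with enzyme for no effect and no-enzyme buffer wells for full effect; values of inactives mirror those of a sister screen read the other way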
# MIN6 prolif – MIN6 beta-cell proliferation induction | 330,000 compounds, 0.29% hits | MIN6 cells proliferation, ATPlite luminescence, 48 h; cells starved in 0.2% serum; 100% = growth in 10% serum | proliferation, % at 10 µM;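 active means compounds whose signal lies at least 3.5 SD above the mean of all wells on their plate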;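 further: 0% = DMSO-treated cells in low-serum medium and 100% = 10% serum control; some compounds called inactive have numbers as strong as hits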
# mIAP act – mouse IAP activation; muIAP, CDP-Star luminescence, 30 min; active compounds read high; 1 = vehicle-only enzyme signal, 0 = enzyme-free wells; activation factor at 10 µM; 330,000 compounds, 0.24% hits; AID 2805;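 active means activation factor of at least 2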; further: the source names both 10 and 20 µM as test concentration; values of inactives mirror those of a sister screen read the other way
#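 Assay system: mouse IAP enzyme; reagent: chemiluminescent substrate CDP-Star; dosing: test compounds delivered from DMSO solution; schedule: 30 min at room temperature; measured by: luminescence from enzymatic CDP-Star hydrolysis; controls: DMSO-only wells and no-enzyme negative control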
# mIAP block – mouse IAP inhibition; inhibition, % at 10 µM; AID 2806; 330,000 compounds, 0.2% hits; purified mouse IAP, CDP-Star luminescence, 30 min;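 active means inhibition of at least 40% at 10 µM in the primary screen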;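 further: plate controls were DMSO with enzyme for no effect and no enzyme wells for full effect; values of inactives mirror those of a sister screen read the other way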
# A3A deaminase – human APOBEC3A DNA deaminase inhibition | 330,000 compounds, 0.41% hits | recombinant A3A, FAM/TAMRA ssDNA deamination fluorescence | P31941 | inhibition, % at 20 µM;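 active means at least 40% inhibition at 20 µM here, with at most 30% in a related deaminase screen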;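 further: plate controls were A3A with DMSO for no effect and wells lacking A3A enzyme for full effect; some results filed as inactive read as strong as hits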
# Target sequence (P31941 whole entry, looked up): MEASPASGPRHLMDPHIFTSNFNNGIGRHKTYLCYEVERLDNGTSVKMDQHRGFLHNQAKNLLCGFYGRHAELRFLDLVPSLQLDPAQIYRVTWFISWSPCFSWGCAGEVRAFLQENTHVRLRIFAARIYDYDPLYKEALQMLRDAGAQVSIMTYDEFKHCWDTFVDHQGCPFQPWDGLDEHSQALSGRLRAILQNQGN
# Active calls of the source: *; x = no result given.
cpd	Compound	hIAP activ	MPTP block	A3G deaminase	NR3A LBD binder	hIAP block	MIN6 prolif	mIAP act	mIAP block	A3A deaminase
1	CCCCC(=O)N/N=C/c1ccc(Sc2cccc3cccnc23)o1	1	-1.0	-3	-9	-2	-2	0.84	16	1
2	C=CCn1c(C)cc(C(=O)CN2NS(=O)(=O)c3ccccc3C2=O)c1C	1	-5.4	-7	1	-1	-6	0.9	10	-1
3	CN1CCN(C(=O)CCNC(=O)Cn2cnc3ccccc3c2=O)CC1	0.9	-1.1	-8	0	10	8	0.94	6	-1
4	O=C(Nc1cc(Cl)ccc1Cl)Nn1cnnc1	0.98	0.5	-9	1	2	-4	1.1	-7	2
5	C=CCN1CC2(c3ccccc3)CN(CC=C)CC(c3ccccc3)(C1)C2=O	1.1	2.0	-7	1	-7	-1	0.88	12	-2
6	CCOc1ccccc1C(=O)NCC(=O)NCC1CCCCC1	0.95	0.7	-17	-2	5	-2	0.94	6	-1
7	CSc1ccccc1OCc1cc(C(=O)NCCCc2ccccc2)no1	0.88	0.2	-10	-1	12	0	0.98	2	0
8	C[C@@H]1CN([C@@H](C)CO)C(=O)c2cc(NC(=O)CCC(F)(F)F)ccc2O[C@H]1CN(C)Cc1ccc(Cl)c(Cl)c1	1	-1.4	-1	0	-4	-5	1	-1	0
9	Cn1c(SCC(=O)Nc2ccccc2O)nnc1-c1ccco1	1	-2.1	2	2	-4	-4	0.96	4	20
10	COC(=O)[C@H](Cc1ccccc1)NC(=O)Cn1cnc(C(=O)Nc2ccc(C)c(C)c2)n1	x	0.2	1	-2	x	x	1	-3	5
11	Cc1ccc(C)c(NC(=S)N(Cc2ccc(Cl)cc2)Cc2ccc(C(=O)O)cc2)c1	1	-0.7	-6	-16	-3	-4	0.95	5	-2
12	Cc1ccc(N2CC(C(=O)NC3CCSC3=O)CC2=O)cc1 (stereo unspecified)	1.4	1.3	-4	0	-44	-4	1	0	-2
13	O=[N+]([O-])c1cnn(-c2nc(-c3cccs3)cc(C(F)(F)F)n2)c1	0.95	-0.8	-8	-2	4	-1	1	0	1
14	Cc1nc(NC(=O)c2cccs2)ccc1Br	0.89	-0.4	-5	-2	11	0	0.91	10	1
15	C/C(CCc1ccco1)=N/NC(=O)CCC(=O)Nc1cccc(Cl)c1	0.94	-1.1	-2	-2	6	-1	1	-1	0
16	Cc1nc2ccc(NC(=O)/C=C/C(=O)O)cc2nc1C	1.2	-1.5	-6	1	-16	-1	1.1	-10	2
17	O=S(=O)(NCc1ccccc1)c1cccc2cccnc12	0.88	2.0	-8	-2	12	1	0.98	2	-2
18	O=C(Nc1nc(=O)n(C(=O)c2cccc(C(F)(F)F)c2)s1)c1ccccc1	0.87	15	-4	6	13	-4	1	0	-1
19	CCCCN(Cc1cc2cc(C)ccc2[nH]c1=O)C(=O)c1ccccn1	0.96	0.7	-5	-1	4	-1	0.99	1	-1
20	CC(C)(C)c1ccc(C(=O)NC(=O)CSc2n[nH]c(N)n2)cc1	0.89	0.1	-3	0	12	0	0.82	18	-2
21	CCOc1cccc(CN2CCN(CCCc3ccccc3)C(CCO)C2)c1O (stereo unspecified)	1.2	-0.9	-5	1	-16	-2	1	-3	-2
22	COc1cc(-n2c(=O)c3ccccc3n(Cc3cccc(F)c3)c2=O)cc(OC)c1OC	1.2	2.4	-4	1	-17	0	1.1	-14	-5
23	CCOC(=O)N1CCN(C(=O)c2cc3c(-c4cccc(OC)c4)nn(C)c3s2)CC1	0.96	0.3	-10	-1	4	4	0.81	19	-6
24	Cc1ccc(Nc2nc(-c3sc(NC(=O)c4ccco4)nc3C)cs2)cc1	0.95	0.4	-4	1	5	-8	0.86	14	2
25	CC1(C)CC(=O)C=C(c2cccs2)C1	0.95	-0.5	-12	0	5	2	0.96	4	-5

# Next section:
cpd	Compound	hIAP activ	MPTP block	A3G deaminase	NR3A LBD binder	hIAP block	MIN6 prolif	mIAP act	mIAP block	A3A deaminase
26	O=C(COc1ccc(F)c(Cl)c1)N1CCN(c2ccccn2)CC1	1.1	0.6	-4	1	-11	2	0.97	3	1
27	CCCOc1cccc(C(=O)Nc2cccnc2)c1	1	0.1	-1	1	-3	-1	0.88	12	-5
28	CC(=O)Nc1ccc(S(=O)(=O)c2ccc([N+](=O)[O-])cc2)cc1	1.1	-1.7	-3	0	-7	-2	1	-2	2
29	COc1ccc2ccccc2c1CNCc1ccccn1	1.1	-2.4	0	2	-13	4	0.96	4	-1
30	Cc1nn(CC2CCCCC2)c(N)c1-c1ccccc1	1.1	-10	-5	0	-6	-5	0.95	4	1
31	O=C(Nc1ccc(S(=O)(=O)Nc2ccccn2)cc1)c1cccc([N+](=O)[O-])c1	0.95	-1.3	-1	-10	5	-3	0.93	7	-2
32	COc1ccc(N2C(=O)CC(N(Cc3ccc(S(N)(=O)=O)cc3)C(C)=O)C2=O)cc1 (stereo unspecified)	0.95	-0.4	-6	-1	5	3	1	-4	-1
33	CCCn1c2c(c(O)c(C(=O)Nc3nc4ccccc4s3)c1=O)CCCC2	0.97	4.6	-4	1	3	-3	1	-3	-1
34	COCCCn1cnnc1SCC(=O)Nc1ccc(S(=O)(=O)N2CCCC2)cc1	1	-0.5	-3	1	-2	-2	1.1	-13	-2
35	COc1cc2c(cc1OC)C1=C(C#N)CC/C(=N\S(=O)(=O)c3cccc(Cl)c3)N1CC2	0.98	2.0	-4	0	2	1	0.95	5	1
36	CN1CCN(C2=Cc3cc(Cl)ccc3Sc3cc(F)ccc32)CC1	0.83	91*	-4	1	17	-4	0.91	9	-5
37	CCC(CO)Oc1cc(NCc2ccc(C)c(C)c2)c2ncn(C(C)C)c2c1 (stereo unspecified)	0.9	-1.7	-6	-5	10	-6	0.81	19	-1
38	O=C(CN1C(=O)NC2(CCCC2)C1=O)Nc1cc(C(F)(F)F)ccc1N1CCCCC1	0.88	-0.9	-11	0	12	1	0.95	5	7
39	Cc1ccc(N(CC(O)CN2CCCCC2)S(=O)(=O)c2ccccc2)cc1 (stereo unspecified)	1.1	-0.7	0	-3	-6	0	0.89	11	-1
40	CC1CCC2C(=O)N(c3ccc(C(=O)Oc4cccc5cccnc45)cc3)C(=O)C2C1 (stereo unspecified)	1	-5.1	8	-12	-1	1	0.95	5	1
41	CCOc1ccc(C(=O)O)cc1OC	1.1	0.2	-3	0	-7	0	1	-2	0
42	CC1(OC(=O)CCc2ccccc2)C(=O)C=C2C=C(c3ccc(C#N)cc3)N(Cc3ccccc3)C=C2C1=O (stereo unspecified)	0.84	0.3	-13	1	16	-7	0.92	8	-3
43	COc1cc(/C=C2\C(=N)N3N=C(S(C)(=O)=O)SC3=NC2=O)cc(OC)c1OCCOc1cccc(C)c1	0.82	2.9	-2	9	18	-2	1	-2	0
44	O=C(COc1ccccc1[N+](=O)[O-])N(Cc1ccccc1)c1ccccn1	0.85	1.9	-2	0	15	-1	0.93	7	-3
45	Cc1csc(NC(=O)c2c(-c3c(Cl)cccc3Cl)noc2C)n1	1	-0.1	7	0	-3	4	0.97	3	1
46	CN1CCN(C(=O)c2ccccc2-c2nc(-c3ccccc3)no2)CC1	0.95	-2.6	-5	0	5	-2	1.1	-6	-1
47	Cc1ccc2nc(SCC(=O)OCc3ccccc3)nc(=O)n2c1	0.88	-1.0	7	1	12	-6	0.92	8	0
48	O=C(CCCN1C(=O)/C(=C/c2ccccc2Cl)SC1=S)NNC(=O)c1ccc(Cl)cc1Cl	1.2	6.8	6	2	-20	-4	0.98	2	0
49	CC/C=C/C(=O)N1CC2(CC(c3cccc(NC(=O)COc4ccc(Cl)cc4)c3)=NO2)C[C@H]1C(N)=O (stereo partly specified)	1.1	-0.5	-3	0	-6	-4	1.1	-7	1
50	CCN1CCN(c2cc(C)c3cc(NC(=O)c4cccnc4Cl)ccc3n2)CC1	0.91	0.6	-4	2	9	-3	1	-3	-6

# Following part
cpd	Compound	hIAP activ	MPTP block	A3G deaminase	NR3A LBD binder	hIAP block	MIN6 prolif	mIAP act	mIAP block	A3A deaminase
51	COc1ccc2c(CCNC(=O)Nc3ccccc3)c[nH]c2c1	1.1	0.6	0	7	-8	2	1.2	-20	2
52	Cc1c(C)c2ccc(OC(C)C(=O)NCCN3CCOCC3)c(C)c2oc1=O (stereo unspecified)	1	-0.1	-11	0	-2	2	1	-2	-5
53	Nc1sc(-c2ccccc2)cc1C(=O)N/N=C/c1ccc(Cl)cc1	1.1	2.7	-7	13*	-12	-4	1.1	-8	-7
54	Cc1nc(NS(=O)(=O)c2ccccc2)sc1NC(=O)OCCN(C)C	1.1	-2.4	-6	-1	-11	-3	0.94	6	-2
55	Cc1nn(Cc2ccc(C(=O)N/N=C/c3ccncc3)o2)c(C)c1Cl	1.2	-0.6	-9	-4	-18	-1	1	-2	-4
56	CC(=O)c1c(N2CCOCC2)nc(=S)n(-c2ccc([N+](=O)[O-])cc2)c1C	0.96	-4.5	-2	1	4	-2	1	-2	-19
57	Cc1ccc(-n2c(=O)c3ccccc3n(CC(=O)C(C)(C)C)c2=O)cc1	0.92	0.4	-3	0	8	-1	1.1	-6	4
58	COc1ccc(NC(=O)c2ccc(-c3ccc([N+](=O)[O-])cc3)o2)cc1	1.1	4.2	-5	25*	-15	2	0.98	2	2
59	O=C(NCN1CCN(c2ccccc2F)CC1)c1ccccc1	0.92	0.1	-9	3	8	-3	0.98	2	-6
60	CCOC(=O)N1CCN(C(=O)Cn2nc(-c3ccc(Cl)cc3)ccc2=O)CC1	0.99	-0.8	1	0	1	0	1.1	-12	6
61	O=C(CC1SC(N2CCCC2)=NC1=O)Nc1ccc(C(=O)Nc2ncccc2O)cc1 (stereo unspecified)	0.99	0.1	-3	-2	0	0	0.94	6	-2
62	O=C(NN=C1CCCCC1)Nc1ccccc1Cl	0.99	-1.5	3	5	0	-2	1.1	-12	5
63	CCc1cc(=O)oc2c(C)c(OC(C)C(=O)N3CC[C@@]4(O)CCCC[C@H]4C3)ccc12 (stereo partly specified)	1	6.5	-5	-2	0	0	0.96	4	0
64	O=C(Nc1nc2c(s1)CCCC2)c1ccc(S(=O)(=O)N2CCCc3ccccc32)cc1	1.1	1.9	-1	-9	-11	-3	1.1	-6	1
65	CCCCNC(=O)c1cc2c(=O)n3cccc(C)c3nc2n(CCN2CCOCC2)c1=N	1	-0.4	-2	1	-1	3	1.1	-7	2
66	CC(=O)N(Cc1cccs1)Cc1cc2cc(C)c(C)cc2nc1Cl	1	0.8	-7	-1	-2	4	1.1	-8	-5
67	COc1ccc(NC(=O)N2CCCc3cc(C)ccc32)c(OC)c1	1	0.0	-5	-1	-3	0	0.97	3	-2
68	CC(NC(=O)CCSc1nc(-c2ccc3c(c2)OCO3)cc(C(F)(F)F)n1)c1ccccc1 (stereo unspecified)	0.99	1.8	-4	3	1	-5	0.96	4	-4
69	O=C(CCS(=O)(=O)c1ccc(Br)cc1)NC1CCCCCC1	1.1	-1.0	87	-1	-7	0	1.1	-8	63
70	Oc1ccc(C2Nc3cccc4cccc(c34)N2)c(O)c1	0.93	3.1	2	x	7	-6	0.75	25	-2
71	O=C(NC1CCCC1)C1CC(=O)N(C2CCCCCCC2)C1 (stereo unspecified)	0.78	0.7	-9	-1	22	1	0.99	1	-4
72	OC1CCN(Cc2ccc3ccccc3c2)CC1	0.96	-1.0	-8	0	4	0	1.1	-5	-4
73	Cn1c(CC(=O)Nc2ccccc2F)nnc1SCC(=O)N1CCOCC1	1.1	1.1	6	-1	-9	-4	1	-1	40*

# Screening data: PubChem, Sanford-Burnham Center for Chemical Genomics
